Wnt act: activators of Wnt/beta-catenin signaling; Wnt/beta-catenin reporter cell assay, activator, plate reader; activation, % at 9.35 µM; 1.2% of 300,000 active; AID 743398; in the data active means activation above about 30%, passing the limit was not always enough; inconclusive means no clear call, values can overlap the other calls;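 further: 0% = neutral control wells and 100% = positive control wells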
V-ATPase pHluor: alters yeast V-ATPase proton transport; 0.37% of 350,000 active; S. cerevisiae, pHLuorin cytosolic pH fluorescence; response, % at 10 µM; AID 504577; in the data active means response mostly above about 7.3%, no sharp cut-off; inactive means mostly below about 5.4%; further: actives read high; inactives centre near 0; some compounds called inactive have numbers as strong as hits; reference of the scale not given here
PvdQ acylase: blocks Pseudomonas aeruginosa PvdQ acylase activity. purified PvdQ acylase, fluorescence plate reader. inhibition, % at 10 µM. 0.063% of 340,000 active. AID 488965; in the data active means inhibition above about 30%, passing the limit was not always enough; inconclusive means no clear call, values can overlap the other calls;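 further: 0% = vehicle neutral wells and 100% = reference inhibitor wells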
CDK5 inh: blocks human CDK5/p35 kinase activity; Q00535+Q15078; Recombinant CDK5/p35, ADP-Glo luminescence, 60 min; inhibition, % at 10 µM; 0.01% of 330,000 active;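 active means highest replicate inhibition of at least 50% and at least 75% of replicates reaching 50%; inconclusive means only one of the two criteria met; inactive means both criteria failed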;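 further: plate controls were DMSO neutral control for no effect and GW8510 at 10 µM for full effect; many of its hits are not listed in these tables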
Target sequence (Q00535 whole entry, looked up): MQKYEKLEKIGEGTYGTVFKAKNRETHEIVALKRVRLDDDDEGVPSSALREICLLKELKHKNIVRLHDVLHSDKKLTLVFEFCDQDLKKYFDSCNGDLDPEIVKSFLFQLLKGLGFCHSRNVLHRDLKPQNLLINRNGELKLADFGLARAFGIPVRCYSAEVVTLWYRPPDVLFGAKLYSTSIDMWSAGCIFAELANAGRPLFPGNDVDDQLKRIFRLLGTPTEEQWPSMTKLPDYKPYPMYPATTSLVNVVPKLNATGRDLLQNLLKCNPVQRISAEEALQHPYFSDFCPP
Target sequence (Q15078 whole entry, looked up): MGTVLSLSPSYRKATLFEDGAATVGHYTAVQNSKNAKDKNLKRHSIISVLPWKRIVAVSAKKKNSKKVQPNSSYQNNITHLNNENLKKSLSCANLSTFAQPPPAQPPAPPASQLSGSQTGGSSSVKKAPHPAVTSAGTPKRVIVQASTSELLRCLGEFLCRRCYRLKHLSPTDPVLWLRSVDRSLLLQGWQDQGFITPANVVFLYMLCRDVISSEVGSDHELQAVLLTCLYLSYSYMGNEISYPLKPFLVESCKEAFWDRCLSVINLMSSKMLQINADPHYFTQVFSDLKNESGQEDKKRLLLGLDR
NSD2 HMT inh: inhibitors of human histone methyltransferase NSD2 | 0.54% of 310,000 active | AID 743445 | O96028 | NSD2 peptide methylation, AlphaScreen, 120 min | inhibition, % at 12.5 µM; in the data active means inhibition above about 50%
dFosB activator: mouse delta FosB homodimer activation | activation, % at 25 µM | 0.99% of 340,000 active | purified delta FosB, TAMRA-CDK5 oligo fluorescence polarization; percent of positive-control signal above neutral wells;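 active means mean activation above about 17%, with every replicate also reaching it, limit read from the data, passing the limit was not always enough; inconclusive means only one of the two conditions met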;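 further: fluorescence polarization rise as delta FosB binds a TAMRA Cdk5 AP-1 oligo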
Target sequence (P13346 whole entry, looked up): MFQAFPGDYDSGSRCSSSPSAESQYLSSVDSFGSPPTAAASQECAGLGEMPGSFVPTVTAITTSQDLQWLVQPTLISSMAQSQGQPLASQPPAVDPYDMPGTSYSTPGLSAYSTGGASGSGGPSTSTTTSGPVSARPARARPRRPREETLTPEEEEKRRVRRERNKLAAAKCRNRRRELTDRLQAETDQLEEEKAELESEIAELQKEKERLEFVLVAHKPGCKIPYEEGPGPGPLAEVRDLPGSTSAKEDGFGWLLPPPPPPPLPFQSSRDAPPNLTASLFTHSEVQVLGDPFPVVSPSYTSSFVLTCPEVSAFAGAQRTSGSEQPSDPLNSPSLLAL
HTR5A inv ctr: HTR5A inverse agonism, opioid heterodimer counter-screen. AID 504634. 0.083% of 340,000 active. HTR5A cell line, luminescence. inhibition, % at 9.3 µM; in the data active means inhibition mostly above about 23%, no sharp cut-off; inactive means mostly below about 18%;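 further: 0% = cells with DMSO and 100% = no-cell wells with DMSO; some compounds called inactive have numbers as strong as hits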
MITF act: increases MITF-driven TRPM1 promoter luciferase signal; SK-MEL-5 TRPM1-promoter luciferase, 24 h; % of positive control, neutral wells = 0; activation, % at 12.5 µM; 0.75% of 300,000 active;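 active means mean activation of at least 80% with every replicate also reaching 80%; inconclusive means mean reaches 80% but some replicate falls short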;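 further: 0% = neutral control wells and 100% = parthenolide positive control wells; values of inactives mirror those of a sister screen read the other way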
HTR5A ag ctr: activates human HTR5A in OPRM1-OPRD1 agonist counter-screen. P47898. HTR5A agonist assay, luminescence, cell-based. activation, % at 9.3 µM. 0.61% of 340,000 active; in the data active means activation mostly above about 9.5%, no sharp cut-off; inactive means mostly below about 7.6%;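 further: 0% = cells with vehicle only and 100% = reference agonist; strong numbers were not always called active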
SR-BI HDL uptake: blocks mouse SR-BI lipid uptake from DiI-HDL. Q61009. ldlA[mSR-BI] CHO cells, DiI-HDL uptake fluorescence, 3 h. inhibition, % at 12.5 µM. 0.96% of 320,000 active. AID 488896;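 active means mean replicate inhibition of at least 70% and a set share of replicates each scoring 70 or more; inconclusive means meets just one of the two criteria; inactive means fails both criteria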;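 further: 0% = median of neutral control wells and 100% = median of positive control wells; values of inactives mirror those of a sister screen read the other way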
Starred values were filed as active, the others as inactive; ? = inconclusive; · = not tested or not shown. Compounds were not picked by outcome; about 5% have a hit in one of these screens.

SMILES	Wnt act	V-ATPase pHluor	PvdQ acylase	CDK5 inh	NSD2 HMT inh	dFosB activator	HTR5A inv ctr	MITF act	HTR5A ag ctr	SR-BI HDL uptake
Cc1nonc1C(=O)N/N=C/c1ccc(O)c(O)c1	·	-3.9	-12.8	6.3	4.2	-1.0	3.7	12.3	-2.9	-27.8
O=C(N/N=C(/c1ccccc1)c1ccncc1)c1ccc2c(c1)OCO2	-2.4	4.3	-12.4	-0.8	0.7	-8.7	19.5	1.3	0.5	6.7
COc1cc(C(=O)Nc2ccc3c(c2)C(=O)c2ccccc2C3=O)cc(OC)c1OC	·	-0.8	-12.8	0.6	0.2	5.3	-12.2	0.0	4.9	-40.3
COc1cc(C(=O)Oc2ccccc2)ccc1OCc1c(C)noc1C	-4.8	3.4	-1.9	-0.4	-0.5	-4.6	5.7	15.2	2.8	18.5
CCC(C)(CC(=O)N(C)CCC#N)c1ccccc1 (centres undefined)	-1.0	6.4	2.9	-0.7	1.7	1.9	-12.3	·	3.1	-2.9
O=C(COC(=O)CCSc1ccc(Cl)cc1)NCc1ccc(Cl)cc1	-1.0	0.2	-12.7	1.7	-3.2	-1.2	-2.1	11.0	0.8	3.3
CCCCCC(=O)Nc1ccc(-c2csc(N)n2)cc1	17.9	-1.6	-10.9	-0.6	-0.4	1.9	-11.1	47.2	1.8	2.0
COc1ccc(CNC(C)C23CC4CC(CC(C4)C2)C3)c(OC)c1OC (centres undefined)	2.7	-2.9	-7.4	0.7	-1.0	2.1	-12.6	11.6	3.4	-24.0
CCOc1ccc(NC(=O)C2CCCN(S(=O)(=O)c3c(C)nn(C)c3C)C2)cc1 (centres undefined)	-2.2	-0.6	6.2	2.8	·	-8.2	-4.0	-6.7	1.5	·
Cc1ccccc1-c1ccccc1N	-3.0	-3.4	-2.3	-3.2	-2.4	-1.7	7.8	-13.0	-2.8	-12.2
COc1ccc(NC(=O)C2CCN(C(=O)C3CC(=O)N(c4ccc(C)cc4)C3)CC2)c(OC)c1 (centres undefined)	-0.3	1.5	-8.9	-0.3	-2.9	-2.3	-10.5	-6.1	4.1	78.6*
NC(=S)NN=C1c2ccccc2-c2ccccc21	-1.7	-1.4	-6.7	3.2	-1.2	-30.5	-8.5	·	2.2	42.7
COc1ccc(C=O)cc1COc1ccc([N+](=O)[O-])c(C)c1	-0.1	-0.6	5.5	-0.5	-2.1	-2.0	0.9	6.3	0.5	38.8
CCN(CC)c1ccc(NC(=O)CN2CCN(c3ccccn3)CC2)cc1	4.0	-0.2	-6.8	-0.2	9.3	-11.2	-0.4	-4.9	0.1	-5.6
CCOC(=O)c1sc2nc(C)[nH]c(=O)c2c1C	1.6	-3.6	-4.2	-0.2	1.2	-3.0	9.1	16.9	-2.9	-21.0
COC(=O)C1CCCN1S(=O)(=O)c1ccc([N+](=O)[O-])cc1 (centres undefined)	1.5	-1.4	-19.4	1.5	-1.9	2.8	2.8	2.0	-0.8	-1.9
CC(CCc1ccc(O)cc1)NCCC(c1ccccc1)c1ccccc1 (centres undefined)	-1.7	1.6	13.9	1.3	35.3	0.1	14.8	·	-3.9	-36.7
CC(=O)N1c2ccccc2N(Cc2ccc([N+](=O)[O-])cc2)C(=O)C1(C)C	2.5	-2.1	-6.0	0.3	-1.5	-3.9	0.7	7.2	-0.3	-26.7
O=c1c2cn[nH]c2[nH]c(=S)n1-c1ccccc1F	·	-1.5	-14.9	0.9	0.5	-6.2	-7.3	0.3	6.7	-15.5
CN(C)c1cc[n+](CC(=O)c2ccc(-c3ccccc3)cc2)cc1	-4.8	-0.3	6.0	-3.0	4.8	8.5	1.5	-68.5	0.6	4.1
CC1Cc2ccccc2N1Cc1nc2scc(-c3cccs3)c2c(=O)[nH]1 (centres undefined)	-10.6	0.2	-6.5	0.4	-0.3	0.5	14.0	-7.5	4.2	14.7
CCC(c1nc2ccccc2c(=O)n1-c1nc2ccccc2s1)N1C(=O)c2ccccc2C1=O (centres undefined)	-1.0	-3.2	11.5	-0.1	4.3	-10.0	15.0	0.0	-5.6	-15.0
Cc1ccc(/C=N/N=C2/NC(=O)C(CC(=O)Nc3ccc(Cl)cc3)S2)o1 (centres undefined)	-2.3	2.6	-4.6	1.3	-2.8	?	-4.8	10.3	6.7	1.6
CC(C)(C)OC(=O)N1CCC(c2cc(-c3cccs3)n[nH]2)CC1	4.5	1.3	-12.4	-2.2	-0.2	-14.2	1.7	21.4	-0.6	-18.2
O=C1c2cccc3cccc(c23)C(=O)N1CCCN(C(=O)c1cccs1)c1cccc(F)c1	2.0	0.2	-16.1	0.4	0.1	-8.2	12.8	-21.0	-3.7	-10.2
SMILES	Wnt act	V-ATPase pHluor	PvdQ acylase	CDK5 inh	NSD2 HMT inh	dFosB activator	HTR5A inv ctr	MITF act	HTR5A ag ctr	SR-BI HDL uptake
CSc1nnc(CCNC(=O)OC(C)(C)C)o1	-2.2	-0.3	-12.6	3.2	-1.2	4.9	15.4	·	1.1	-36.7
COc1ccc(N(CC(=O)NC2CCCC2)C(=O)CCC(=O)Nc2cc(C)on2)c(OC)c1	·	4.1	-18.8	-1.1	0.3	-1.9	6.0	-7.7	-5.2	-6.6
O=C(NCc1ccc(-c2csnn2)cc1)c1cc(Cl)cc(Cl)c1	-3.2	1.8	-11.8	-1.6	-0.2	2.8	-7.0	-1.6	2.7	12.4
Cc1oc(-c2ccc(Cl)cc2)nc1CN1CCCN(C(=O)c2ccco2)CC1	5.6	1.9	-5.6	1.4	2.6	-12.1	6.2	-9.1	2.5	48.9
CN(CC1CCOCC1)C(=O)CC1C(=O)NCCN1C/C=C/c1ccccc1 (centres undefined)	14.9	-1.2	-15.1	0.1	-0.9	-1.4	-2.0	-4.1	0.8	-9.7
CCc1nccn1S(=O)(=O)c1cc(OC)ccc1OC	-2.7	-3.8	-5.0	-2.2	15.2	-5.0	-5.8	-12.5	2.1	-15.2
COc1ccc(-n2nc3cc(C)c(NC(=S)NC(=O)c4ccccc4C)cc3n2)cc1	·	-4.0	3.6	-0.6	0.2	-5.3	12.2	29.6	6.5	29.2
CCSc1ncc(Cl)c(C(=O)Nc2ccccc2)n1	·	-0.3	-18.4	-1.4	-2.4	-11.0	17.0	-0.7	-6.4	-18.0
Cc1cc(C)nc(SCc2ccc(C(=O)NN=C3C4CC5CC(C4)CC3C5)cc2)n1	-0.8	0.5	-6.3	-1.8	-3.1	2.3	-3.4	-2.5	2.8	-5.1
CN1C=CC2=C(C#N)C(N)C(C#N)(C#N)C(c3ccccc3)C2C1 (centres undefined)	0.0	-0.7	-1.7	0.8	·	-5.5	-14.5	-8.4	5.4	-21.1
COc1cc2c(cc1OC)C(COc1ccc(F)cc1)NCC2 (centres undefined)	-0.7	-4.9	5.5	-2.3	8.6	1.1	14.5	1.8	-3.9	-54.2
Cn1cccc1CC(=O)NNC(=O)Nc1ccc(Cl)cc1	-2.9	2.7	-5.2	-0.6	2.3	-2.0	10.0	-0.7	-3.8	-0.8
COc1ccc(CN2CCN(C(=O)c3ccco3)CC2)cc1OC	-2.1	1.7	-5.7	-1.8	-4.9	-8.2	-1.5	-6.1	0.5	-8.1
CCOC(=O)Nc1ccc2c(c1)N(C(=O)CCN(CC)CC)c1ccccc1CC2	-1.3	7.8*	-6.2	-0.8	4.9	-14.4	17.6	14.3	-4.7	2.1
O=c1ccn(-c2ccccc2)[nH]1	0.2	-0.9	-12.9	0.6	-1.6	7.3	-1.0	3.8	-2.6	-13.3
O=C(O)c1cc([N+](=O)[O-])c(N2CCCC2)c([N+](=O)[O-])c1	·	-1.5	-14.1	-1.8	-0.8	7.9	1.2	2.0	-0.5	-28.8
COc1ccccc1NC(=O)Cn1cc(C(=O)C2CC2)c2ccccc21	1.6	-5.0	8.4	-0.4	-0.4	-6.1	-26.1	-8.7	2.1	25.6
CC1=NN(C(=O)Cc2ccc([N+](=O)[O-])cc2)C(O)(c2cccnc2)C1 (centres undefined)	·	-5.7	4.0	-2.9	0.7	-0.9	-4.4	-6.1	5.5	6.2
Cc1ccc(C)c2nc(Cl)c(C#N)cc12	0.2	1.6	-0.3	0.8	-1.2	5.9	17.6	5.2	-4.2	-3.7
Cn1cc(C(c2ccccc2OCC(=O)O)c2cn(C)c3ccccc23)c2ccccc21	-1.1	0.8	-1.3	-0.5	14.4	3.2	-3.4	·	0.9	15.7
CN(CCOc1ccccc1)C(=O)c1ccc2c(=O)n3c(nc2c1)CCC3	0.0	2.8	-10.9	0.7	0.4	-3.9	-30.6	4.5	-4.5	-0.2
Cc1cc(NC(=O)CCC(=O)N(Cc2ccco2)C(C(=O)NCC2CCCO2)c2ccncc2)no1 (centres undefined)	-2.0	-1.9	-4.7	0.3	-1.5	-3.1	-7.0	4.3	2.6	-10.0
O=C(COc1ccc([N+](=O)[O-])cc1)NC(=O)NC1CCS(=O)(=O)C1 (centres undefined)	0.5	-1.0	-7.0	-0.5	0.4	6.8	3.4	2.1	-1.3	0.3
Nc1c(C(=O)Nc2ccc(Br)cc2)sc2nc(-c3ccco3)ccc12	·	-2.3	-7.5	0.2	-1.7	3.1	-25.6	-9.9	-1.1	43.7
O=[N+]([O-])c1cccc(NN=Nc2ccccc2)c1	11.2	-1.5	4.2	0.3	2.3	0.0	3.3	8.2	-0.9	-10.2
SMILES	Wnt act	V-ATPase pHluor	PvdQ acylase	CDK5 inh	NSD2 HMT inh	dFosB activator	HTR5A inv ctr	MITF act	HTR5A ag ctr	SR-BI HDL uptake
Cc1cc(C)n(CCCN2CCC(C(=O)Nc3cccc(-c4cccc(F)c4)c3)CC2)n1	-16.5	2.4	-3.6	1.3	4.4	0.0	-19.8	-60.6	0.7	17.9
O=C(c1cc2ccccn2n1)N1CCN(c2ccccn2)CC1	-0.6	-1.4	-11.1	-0.4	·	-2.4	-21.4	·	-1.6	-12.8
Cc1ccc(S(=O)(=O)N(C)c2ccc(C(=O)Nc3ccccc3C(=O)N3CCOCC3)cc2)cc1	0.1	2.7	4.4	1.1	26.0	-1.6	-20.0	-1.5	7.8	10.6
COC(=O)Nc1ccc(S(=O)(=O)N2CCC(C)CC2)cc1	·	0.2	-13.6	0.0	-2.7	-4.9	-13.5	-9.4	4.2	-17.4
CCCCc1cn([C@@H](CCCCN)C(=O)N2CCNCC2)nn1	-1.5	1.4	0.3	0.6	·	1.4	6.8	-2.9	-2.5	-11.1
Cc1cccc(NC(=O)c2cccc(C(=O)Nc3cccc(C)c3)n2)c1	-0.2	4.1	-2.2	-1.0	-0.5	5.7	8.7	-18.2	7.6	50.8
CS(=O)(=O)c1ccc2nc(NC(=O)C3=NN(c4ccccc4)C(=O)CC3)sc2c1	-2.2	3.3	1.0	0.0	-3.8	-10.0	-0.2	1.1	0.1	-10.2
O=C(c1ccccc1)c1ccc[nH]1	-7.1	-0.1	2.0	-2.6	-4.3	-8.2	-14.2	5.0	3.5	4.1
O=C(NCCc1ccc2c(c1)OCCO2)c1ccccc1F	21.6	-0.8	?	1.5	-4.2	-0.6	5.3	35.4	-2.0	-22.2

Two compounds drawn at random from those above:
SMILES	Wnt act	V-ATPase pHluor	PvdQ acylase	CDK5 inh	NSD2 HMT inh	dFosB activator	HTR5A inv ctr	MITF act	HTR5A ag ctr	SR-BI HDL uptake
COC(=O)Nc1ccc(S(=O)(=O)N2CCC(C)CC2)cc1	·	0.2	-13.6	0.0	-2.7	-4.9	-13.5	-9.4	4.2	-17.4
CCCCc1cn([C@@H](CCCCN)C(=O)N2CCNCC2)nn1	-1.5	1.4	0.3	0.6	·	1.4	6.8	-2.9	-2.5	-11.1

Screening results (PubChem)
